A-T KAP1 phos = potential ataxia-telangiectasia treatments restoring KAP-1 phosphorylation | Potency, µM (series often up to 57.5 µM), for the others: at the highest dose activation, hits mostly activators | […] A-T fibroblasts, KAP-1 phosphorylation AlphaLISA; neocarzinostatin DNA damage 30 min before lysis | 320,000 compounds, 0.19% hits; further: potency means the concentration at half of the fitted maximal effect; % of control where 0% means no effect; nearly all actives have a fitted effect of over 45% in size
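hTERT-immortalized A-T patient fibroblasts ([…]), 500 cells/well in OPTI-MEM, 1% FBS, got compounds for 60 min, then NCS for 30 min at 37C. Lysates were then assayed for phospho-KAP-1 by AlphaLISA (anti-pKAP1 donor, anti-KAP1 acceptor beads), 6 hr at 25C.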
Mito fusion yeast = mitochondrial division inhibition or fusion activation; S. cerevisiae fusion-defective mutant growth rescue, CellTiterGlo 48 h; Potency, µM (titrated, usually from 46.1 µM), for the others: top-dose growth rescue (activation), hits mostly activators; 320,000 compounds, 0.23% hits; AID 485298;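 further: potency means the concentration at half of the fitted maximal effect; % of control where 0% means no effect; nearly all actives have a fitted effect of over 45% in size; temperature-sensitive fusion mutants such as fzo1-1 at 37 °C on non-fermentable ethanol glycerol medium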
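Luminescent cell viability in 1536-well qHTS format served as the measure of rescued growth in ts fusion-mutant S. cerevisiae cultured on non-fermentable YPEG for 48 hours at 37C.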
Tb PFK inh = T. brucei PFK enzyme inhibition | O15648 | T. brucei PFK, ADP-Glo luminescence | Potency, µM (titrated, usually from 57.5 µM), inactives show top-dose activity, negative = inhibition, most hits filed as inhibitors | 330,000 compounds, 0.17% hits;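 further: potency means the concentration at half of the fitted maximal effect; 0% = uninhibited 1x PFK enzyme wells and -100% = no-enzyme wells; nearly all actives have a fitted effect of over 60% in size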
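PFK 1.25 nM, F6P 0.5 mM, ATP 0.1 mM, 0.1 M TEA pH 8.0, 5 mM MgCl2, 0.01% Tween20, 0.1% BSA; 45 min RT. ADP-Glo readout. qHTS titration up to 57 uM; curves fitted, compounds curve-classed.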
Integrin act MD = activates integrin-mediated alleviation for muscular dystrophy; 350,000 compounds, 0.064% hits; alpha7betagal myoblasts, beta-gal FDG fluorescence, 48 h; Potency, µM (highest dose often 38.3 µM), inactives show at the highest dose activation, most hits filed as activators; AID 624291;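 further: potency means the concentration at half of the fitted maximal effect; 100% = response of the positive control SU9516; nearly all actives have a fitted effect of over 60% in size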
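alpha7betagal+/- myoblasts (passage 13, 250/well) treated 48 h at 37C with compounds at 1:260 dilution of DMSO stock. Lysed, then beta-galactosidase activity read as FDG fluorescence (ex 480/em 540) after 30 min, with pre-read for autofluorescence.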
Eya2 inh = inhibitors of human Eya2 phosphatase activity; 330,000 compounds, 0.006% hits; recombinant Eya2, OMFP fluorescence dephosphorylation (OMFP is methylfluorescein phosphate); Potency, µM (doses to about 76.9 µM), for inactives: top-dose activity, negative = inhibition, hits mostly inhibitors; further: potency means the concentration at half of the fitted maximal effect; on the % scale 0 is the no-effect control and ±100 the full control effect
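Eya2 protein (added as 0.2 uM solution) was preincubated with compound for 10 min at ambient temperature in 50 mM HEPES pH 7.5, 50 mM NaCl, 5 uM MgCl2, 0.05% BSA, 1 mM DTT. OMFP (added at 50 uM) then reacted 10 min; fluorescence read at 485/525 nm.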
ASM inhibitor = human S-ASM enzyme inhibition. 340,000 compounds, 0.006% hits. Potency, µM (titrated, usually from 57.5 µM), for inactives: top-dose activity change, negative = inhibition, usual class: inhibitors. placental ASM, HMU-PC fluorogenic substrate, 60 min. AID 504937. P17405; further: potency means the concentration at half of the fitted maximal effect
Target sequence (P17405 47-631 limits assumed): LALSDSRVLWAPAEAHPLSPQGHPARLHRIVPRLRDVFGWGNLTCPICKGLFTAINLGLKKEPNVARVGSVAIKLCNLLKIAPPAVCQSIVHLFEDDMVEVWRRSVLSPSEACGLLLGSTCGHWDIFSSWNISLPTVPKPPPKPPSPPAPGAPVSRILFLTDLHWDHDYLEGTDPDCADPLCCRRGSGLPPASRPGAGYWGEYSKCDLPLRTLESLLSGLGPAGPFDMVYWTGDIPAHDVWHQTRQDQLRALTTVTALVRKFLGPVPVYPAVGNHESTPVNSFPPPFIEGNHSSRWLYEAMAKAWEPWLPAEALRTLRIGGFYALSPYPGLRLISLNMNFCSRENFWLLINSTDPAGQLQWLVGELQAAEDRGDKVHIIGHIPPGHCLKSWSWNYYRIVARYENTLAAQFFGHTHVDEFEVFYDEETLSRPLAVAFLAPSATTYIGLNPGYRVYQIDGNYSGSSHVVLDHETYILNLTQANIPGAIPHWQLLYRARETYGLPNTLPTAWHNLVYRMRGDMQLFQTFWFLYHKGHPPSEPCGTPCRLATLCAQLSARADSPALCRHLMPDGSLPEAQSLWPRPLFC
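Steps: dispense placental human ASM, pin compound, wait 10 min at room temperature, add HMU-PC0 substrate at 9 uM final, incubate 60 min at 37 °C, add stop solution raising pH to 10, read fluorescence.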
TCR activator = activates T cell receptor signaling; 330,000 tested, under 10 active; AID 504894; primary human leukocytes, anti-CD3, IL-2 HTRF, 48 h; Potency, µM (highest dose often 9.22 µM), for inactives: top-dose activation of IL-2 secretion, usual class: activators; further: % of control where 0% means no effect
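Primary human leukocytes receive a-CD3 beads and test compound and are incubated 48 hr. Secreted IL-2 is then assayed by HTRF, measuring 665nm acceptor emission after 320nm excitation of the europium donor.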
TSHR antagonist = antagonists of human thyroid stimulating hormone receptor; activity change, negative = inhibition, % at 11.5 µM; TSHR-expressing cells, TSH-stimulated cAMP HTRF, 2 h; hits give low values; P16473; AID 504810; 330,000 compounds, 0.2% hits;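 active means activity change below a set negative limit, meaning inhibition stronger than a set level, cut at about -70% in these data; inconclusive means activity change between two set negative limits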; further: on the % scale 0 is the no-effect control and ±100 the full control effect
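TSHR-expressing cells were treated with compounds, then stimulated with TSH at EC80 (4nM final) for 2 hours at 37 deg C. Cellular cAMP was measured by HTRF competition between lysate cAMP and cAMP-d2 for a cryptate-labelled anti-cAMP antibody.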
BCR signal inh = chronic active BCR signaling inhibition; ABC-DLBCL IkBa-CBG/CBR reporter, luminescence ratio, 4 h; AID 493014; Potency, µM (series often up to 46.1 µM), inactives show top-dose ratio change, negative = lower green/red ratio, actives largely listed as inhibitors; 340,000 compounds, 0.05% hits; active means well fitted inhibition curve with a large enough effect in the signal ratio, with a control signal flat, not every such curve was filed as active; inconclusive means small, poorly fitted or top-dose-only effect, or effect the other way, or a change in a side signal; the % refers to the signal ratio;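 further: potency means the concentration at half of the fitted maximal effect; plate controls were basal doxycycline-induced cells for no effect and cells given 10 µM MG132 for full effect; MG132 reads +100%, hits lower the ratio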
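Doxycycline induced both beetle luciferases in TMD8 lymphoma cells; IKK-driven degradation limits the IkappaBalpha-fused green signal, while red luminescence normalises for cell number and nonspecific effects. Compounds tested up to 46 uM, 4 hrs.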
ELG1 DNA repair = ELG1-dependent DNA repair inhibition; HEK293T ELG1-luciferase reporter, luminescence, 16 h; DNA damage induced by 5-fluorouridine; Potency, µM (titrated, usually from 46.1 µM), inactives show at the highest dose activity change, negative = inhibition, most hits filed as inhibitors; 330,000 compounds, 2.3% hits; further: potency means the concentration at half of the fitted maximal effect; on the % scale 0 is the no-effect control and ±100 the full control effect; nearly all actives have a fitted effect of over 55% in size
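Cells (2,000 per well) received 5-fluorouridine plus test compound or DMSO and were incubated 16 hr at 37 °C, 5% CO2. Luciferase activity was read by luminescence 30 min after ONE-Glo addition; signal suppression marked inhibition of damage-induced ELG1 function.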
PTAP TSG101 blk = blocks PTAP/TSG101 interaction to inhibit HIV-1 budding. Potency, µM (doses to about 115 µM), inactives show top-dose activity change, negative = inhibition, most hits filed as inhibitors. Q99816. AID 493005. 340,000 tested, under 10 active. Fluorescence polarization, FITC-PTAP peptide / Tsg101 binding; active means well fitted inhibition curve with a large enough effect in the main read-out, with a control signal flat, not every such curve was filed as active; inconclusive means small, poorly fitted or top-dose-only effect, or effect the other way, or a change in a side signal; inactive means no such curve, though single readings can be large or run the other way; further: potency means the concentration at half of the fitted maximal effect; % of control where 0% means no effect
Target sequence (Q99816 whole entry, looked up): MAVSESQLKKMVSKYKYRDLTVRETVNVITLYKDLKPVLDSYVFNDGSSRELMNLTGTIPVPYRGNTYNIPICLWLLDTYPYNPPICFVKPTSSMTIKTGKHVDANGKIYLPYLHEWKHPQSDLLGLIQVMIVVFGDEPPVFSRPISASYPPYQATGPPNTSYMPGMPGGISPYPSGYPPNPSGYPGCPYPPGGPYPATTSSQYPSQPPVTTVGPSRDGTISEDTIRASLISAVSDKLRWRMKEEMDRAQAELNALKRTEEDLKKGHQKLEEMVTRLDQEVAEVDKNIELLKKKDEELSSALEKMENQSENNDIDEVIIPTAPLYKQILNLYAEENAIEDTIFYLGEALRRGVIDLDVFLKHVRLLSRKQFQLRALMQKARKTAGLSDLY
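Tsg101 binding domain (10 uM final) was mixed with compound and a FITC-labeled PTAP peptide (50 nM final) in HEPES pH 7.5 buffer with NaCl, Tween 20, EDTA and TCEP; fluorescence polarization was read after 20 min at r.t.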
The depositor's hits bear a star; u = inconclusive; x = no result given; [ ] = another dose, or the depositor's remark. Unless noted, the call rests on the fitted dose curve; in most records, active means well fitted curve in the direction sought with a large enough effect; inconclusive means small, poorly fitted or top-dose-only effect, or another doubt; inactive means no such curve, though single readings can be large; an effect the other way counts as inactive or inconclusive. Rows are unselected, and some 3.2% of all compounds hit somewhere here.

Order of values – A-T KAP1 phos, Mito fusion yeast, Tb PFK inh, Integrin act MD, Eya2 inh, ASM inhibitor, TCR activator, TSHR antagonist, BCR signal inh, ELG1 DNA repair, PTAP TSG101 blk
CCS(=O)(=O)Nc1ccc2[nH]c(=O)[nH]c2c1
    0.4%, 1.8%, 0.3%, 3.3%, 2.7%, 0.2%, -1.5%, 14.8, -0.3%, 1.9%, 0.8%
COc1ccc2cc(/C=N/NC(=O)CN(c3ccccc3C)S(=O)(=O)c3ccccc3)c(Cl)nc2c1
    4.2%, -2.5%, -8.4%, -1.4%, -1.8%, x, 4.4%, 20.8, -3.2%, u, 7.3%
CN(C(=O)COC(=O)c1cccc(NS(=O)(=O)c2ccc(F)c(F)c2)c1)C1CCS(=O)(=O)C1 (centres undefined)
    6.9%, 2.8%, 6.0%, 2.3%, 5.6%, -1.1%, -3.0%, 27.5, 0.1%, -3.3%, -11.2%
CCOC(=O)c1c(-c2ccccc2)csc1NC(=O)c1ccc(S(=O)(=O)N2CC(C)OC(C)C2)cc1 (centres undefined)
    -3.6%, -4.0%, 0.6%, 4.9%[7.66 µM], -2.9%, 3.3%, 3.6%, 11.2, 10.1%, -8.0%, -1.3%
O=[N+]([O-])c1ccc(O)c(NC(=S)Nc2ccccc2)c1
    -2.6%, -0.5%, -1.9%, -28.1%, -2.3%, -6.2%, -14.7%, -14.6, u, u, -1.2%
Cc1ccc(S(=O)(=O)N2CCOCC2)s1
    10.1%, 1.0%, 0.5%, 10.5%, -3.9%, -0.3%, 7.9%, -5.1, -3.1%, 1.8%, 0.6%
COc1ccc(N2CCN(c3ccc4nnc(CCC(=O)Nc5ccc(C)cc5)n4n3)CC2)cc1
    6.9%, 9.7%, 2.2%, 22.8%, -3.1%, -15.1%, 6.9%, -0.9, -5.6%, u, -2.1%
CN1C(=O)/C(=C/c2cccc(Cl)c2)Sc2ccc(C(=O)N3CCOCC3)cc21
    -5.8%, u, 1.3%, 0.0%, -3.9%, -10.6%, -2.6%, -13.2, u, u, -5.0%
O=C(NCc1ccco1)c1ccc2c(c1)N(Cc1ccccc1)C(=O)CS2=O (centres undefined)
    -4.7%, -2.2%, -4.3%, -0.8%, -7.5%, 3.8%, 3.0%[46.1 µM], -4.4, -1.5%, -3.0%, 0.1%
CCN(CC)c1ccc(NC(=O)OC)cc1
    -4.4%, -1.5%, -0.3%, -16.7%, 3.4%, 2.7%, 0.3%, 10.4, u, u, -10.4%
CN(C)CCOc1cc(Cl)cc(Cl)c1
    -2.3%, 0.8%, -2.9%, 5.2%, 10.9%, -1.1%, -7.1%, 2.0, 10.2%, u, 0.0%
Cc1ccc(NC(=O)CNc2cccc(Br)c2)cc1S(=O)(=O)N1CCOCC1
    21.0%, x, u, -24.3%, 0.7%, -17.1%, 3.9%, 5.4, -19.0%, 23.1µM*, -7.0%
COc1ccccc1NC(=O)N1CCN(c2ccc3nncn3n2)CC1
    0.9%, -1.5%, 1.4%, -22.2%, 3.7%, 0.3%, 11.7%, -1.4, -14.9%, 1.4%, -2.5%
COc1ccccc1N1CCN(Cc2cc(=O)c(OCC(=O)Nc3ccccc3)co2)CC1
    28.4%, 10.8%, 10.7%, 18.7%, 2.4%, x, -2.2%, 9.2, 5.6%, -22.9%, -0.6%
CC(C)(C)NC(=O)CCN(/N=C/c1ccccc1F)C1=NS(=O)(=O)c2ccccc21
    14.3%, 4.7%, -7.4%, -20.5%, 1.3%, -4.7%, -4.1%, 1.0, 6.6%, u, -9.4%
Cc1ccc(C(=O)C2CCN(CC(=O)N3CCN(c4ccc(F)cc4)CC3)CC2)cc1
    1.5%, -7.0%, -5.8%, 0.8%, 9.7%, -0.9%, 6.2%, -0.8, -2.7%, u, 0.5%
Cc1ccc(-c2[nH]c3ccccc3c2SCCNC(=O)c2cc3ccccc3oc2=O)cc1
    9.2%, 23.0%, -3.5%, 7.5%, -20.7%, -14.5%, 6.5%, 10.2, -3.3%, -21.7%, -9.1%
CN(C)CC(C)(C)CN=Cc1c(O)[nH]c2ccccc12
    1.5%, -0.8%, 2.0%, 27.5%, 0.5%, -1.7%, 7.2%, -8.4, 2.6%, -5.1%, -2.3%
Cc1c(OC(C)C(=O)NCCCn2ccnc2)ccc2c3c(c(=O)oc12)CCC3 (centres undefined)
    -6.6%, -0.6%, 0.9%, -23.8%, -1.2%, 240.7%[activator], -10.0%, -6.4, -0.3%, 8.6%, -0.1%
O=[N+]([O-])c1ccc(S(=O)(=O)Nc2ccccn2)cc1
    21.0%, -3.9%, -0.2%, -29.3%, -6.8%, -1.0%, x, 20.0, -0.4%, -20.5%, 2.0%
O=C(c1cc(-c2ccncc2)nc2ccc(Cl)cc12)N1CCN(C(=O)C2CCCO2)CC1 (centres undefined)
    -5.1%, 2.7%, -8.6%, 1.1%, -20.7%, -0.8%, 4.2%, -9.8, 3.2%, u, -2.0%
COc1ccc(NC(C)=O)cc1S(=O)(=O)N1CC=C(c2ccccc2)CC1
    21.0%, x, 5.7%, -12.6%, -14.4%, -1.9%, -3.6%, x, 0.8%, 3.8%, 1.0%
COc1ccc(CC(=O)Nc2ccccc2NC(=O)Cc2ccc(OC)cc2)cc1
    0.9%, -7.2%, -3.5%, 15.6%, -16.7%, 3.7%, 5.5%, -3.6, -2.7%, u, 2.5%
Cn1c(=O)[nH]c2nnc(-c3ccc(Cl)c(Cl)c3)nc2c1=O
    -16.9%, 2.51µM*, 5.2%, -2.8%, -3.9%, -0.6%, 2.1%, -36.0, u, u, -6.9%
NC(=O)C1CCN(C(=O)CCNS(=O)(=O)c2ccccc2F)CC1
    -10.7%, -4.0%, 0.0%, -27.2%, -5.8%, -0.4%, -2.5%, 4.1, 0.5%, 9.8%, -4.0%
O=C(CN1CCOCC1)NC1C2CC3CC(C2)CC1C3 (centres undefined)
    -1.1%, 1.9%, -7.5%, -19.7%, -1.6%, 3.9%, -5.8%, 11.3, -0.7%, -1.5%, -2.1%
O=C1CC(c2ccccc2)Cc2nc3nc(C(F)(F)F)nn3cc21 (centres undefined)
    -1.1%, 0.2%, 0.0%, 3.2%, 8.8%, 1.6%, x, 2.6, 13.6%, -0.1%, -7.6%
O=C1OCc2cc(NC(=O)C34CC5CC(CC(C5)C3)C4)ccc21
    -4.5%, 7.6%, 1.9%, 5.1%, -13.5%, -11.5%, 10.6%, -6.4, -5.5%, 7.8%, -5.2%
Cn1c(=O)n(C)c2cc(NC(=O)CCc3ccccc3)c(Br)cc21
    -7.1%, 3.9%, 1.8%, 53.6%, -16.8%, -2.1%, -1.8%, 2.1, u, 0.2%, -1.2%
COc1ccc(Cl)cc1NC(=O)CSc1nc2ccsc2c(=O)n1CC1CCC(C(=O)O)CC1 (centres undefined)
    -5.7%, 1.1%, -6.6%, -9.1%, 6.9%, -14.3%, -5.1%, -18.0, -7.4%, u, -7.9%
CC(C)(C)c1cc(OS(C)(=O)=O)ccc1O
    5.3%, 13.9%, -5.9%, 7.4%, -1.9%, -0.2%, -1.0%, 0.8, u, -4.9%, -9.9%
CCOC(=O)C1(C)C=C(Nc2cccc(OC)c2)C(=O)N1c1ccccc1 (centres undefined)
    6.3%, -2.9%, 0.5%, 12.7%, -4.4%, -0.9%, -4.6%, -3.9, -3.9%, -2.6%, -0.4%

Compound activity: PubChem, National Center for Advancing Translational Sciences (NCATS)
